Screening results as filed in PubChem.
Rab9 promoter act – activators of Rab9 promoter | 2.8% of 320,000 active | Huh7 Rab9 promoter-luciferase reporter, luminescence, 24 h | Potency, µM (series often up to 9.22 µM), without a hit: at the highest dose activation, negative = inhibition, most hits filed as activators; note: potency is the fitted concentration of half-maximal effect; % of control where 0% means no effect; nearly all actives have a fitted effect of over 60% in size
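Steps: seed 1500 Huh7 Rab9-luc cells per well, rest 2 h at 37 °C; add compound in DMSO; incubate 24 h; add luciferase reagent, 10 min ambient; read luminescence.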
NPC1 prom act – activates the NPC1 promoter; Huh7 NPC1 promoter luciferase reporter, 24 h; Potency, µM (highest dose often 9.22 µM), inactives show top-dose activation, usual class: activators; 2.4% of 320,000 active; AID 485313;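 note: potency is the fitted concentration of half-maximal effect; % of control where 0% means no effect; nearly all actives have a fitted effect of over 60% in size; reporter is driven by a mutant NPC1 promoter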
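Compounds in DMSO were transferred onto Huh7 NPC1-luciferase reporter cells pre-incubated 2 h; after 24 h at 37 °C, Amplite reagent was dispensed and luminescence recorded 10 min later.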
PKM2 act – PKM2 (human) enzyme activation; P14618; purified PKM2, Kinase-Glo ATP luminescence, activation; response scale: 0% is enzyme alone, no compound; Potency, µM (top dose mostly 57.5 µM), inactives show top-dose activation, hits mostly activators; 0.34% of 260,000 active; note: potency is the fitted concentration of half-maximal effect; % is set by controls: 0 for no effect and ±100 for the full control effect; nearly all actives have a fitted effect of over 55% in size
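Purified hPK-M2 (>95%) run at intermediate activity with 0.1 mM ADP and 0.5 mM PEP in 50 mM imidazole pH 7.2, KCl, MgCl2; 1 h room temperature. ATP formed read by Kinase-Glo luminescence; normalized to uninhibited and no-enzyme controls.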
BRCA1 expr up – increases BRCA1 expression; AID 624202; Potency, µM (series often up to 46.1 µM), for the others: top-dose activation, actives largely listed as activators; MCF7-BRCA1-FFLuc reporter, luminescence, 48 h; response scale: scaled: vehicle 0%, 10 µM genistein 100%; 1.1% of 380,000 active; note: potency is the fitted concentration of half-maximal effect; nearly all actives have a fitted effect of over 80% in size; some results filed as inactive show a strong effect at the top dose
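Cells: MCF7-BRCA1-FFLuc, 2000/well. Exposure: 48 h, 37 °C, 5% CO2. Read: luminescence, 15 min post-substrate. Controls: genistein 10 microM (maximal activation), DMSO (neutral).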
VP16 counter – counter-screen for ROR gamma inhibitors: Gal4-VP16 reporter; Drosophila S2 Gal4-VP16 UAS-luciferase, luminescence, 20 h; Potency, µM (highest dose often 53.6 µM), inactives show top-dose activity, negative = inhibition, actives largely listed as inhibitors; 3.5% of 310,000 active;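 note: Gal4-VP16 expression switched on by copper sulfate through the metallothionein promoter; potency is the fitted concentration of half-maximal effect; % is set by controls: 0 for no effect and ±100 for the full control effect; nearly all actives have a fitted effect of over 50% in size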
FLuc modulator – counter-screen for miR-21 project: firefly luciferase inhibitors or activators; P08659; purified FLuc, Km substrates, luminescence inhibition; Potency, µM (series often up to 57.5 µM), for inactives: top-dose activity change, negative = inhibition, hits mostly inhibitors; 6.9% of 360,000 active; AID 588342;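 note: potency is the fitted concentration of half-maximal effect; plate controls were vehicle for no effect and reference inhibitor for full effect; nearly all actives have a fitted effect of over 55% in size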
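Purified P. pyralis luciferase (10nM final) with 10uM D-luciferin and 10uM ATP (Km levels) in 50mM Tris acetate pH 7.5, 10mM Mg acetate, 0.01% Tween-20, 0.05% BSA; qHTS 6-point titration, ~60 µM downward; luminescence read.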
Giardia killer – kills Giardia lamblia; Giardia lamblia trophozoite viability; activity change, % at 7.66 µM, hits read low; 0.15% of 340,000 active; AID 540267; in the data active = activity change below about -80%; inconclusive = between about -30% and that limit;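 note: parasites exposed to compound for two days anaerobically before the ATP read; % is set by controls: 0 for no effect and ±100 for the full control effect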
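Media and compound were dispensed first, then trophozoites at 100 cells/well; plates sat 48 hrs at 37 deg C without oxygen before ATP luminescence reagent was added and read after 15-30 min at room temperature.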
Menin MLL FP TR – inhibitors of human menin-MLL interaction, mutant MLL peptide | O00255 | 0.23% of 270,000 active | Potency, µM (titrated, usually from 61.6 µM), inactives show at the highest dose FP activity change, negative = inhibition, hits mostly inhibitors | Menin + Texas Red MLL mutant peptide, fluorescence polarization; active = well fitted inhibition curve with a large enough effect in the polarisation, with a control signal flat, not every such curve was filed as active; inconclusive = small, poorly fitted or top-dose-only effect, or effect the other way, or a change in a side signal; inactive = no such curve, though single readings can be large or run the other way; the % refers to the polarisation; note: potency is the fitted concentration of half-maximal effect; % of control where 0% means no effect; many of its hits are not listed in these tables
Target sequence (O00255 whole entry, looked up): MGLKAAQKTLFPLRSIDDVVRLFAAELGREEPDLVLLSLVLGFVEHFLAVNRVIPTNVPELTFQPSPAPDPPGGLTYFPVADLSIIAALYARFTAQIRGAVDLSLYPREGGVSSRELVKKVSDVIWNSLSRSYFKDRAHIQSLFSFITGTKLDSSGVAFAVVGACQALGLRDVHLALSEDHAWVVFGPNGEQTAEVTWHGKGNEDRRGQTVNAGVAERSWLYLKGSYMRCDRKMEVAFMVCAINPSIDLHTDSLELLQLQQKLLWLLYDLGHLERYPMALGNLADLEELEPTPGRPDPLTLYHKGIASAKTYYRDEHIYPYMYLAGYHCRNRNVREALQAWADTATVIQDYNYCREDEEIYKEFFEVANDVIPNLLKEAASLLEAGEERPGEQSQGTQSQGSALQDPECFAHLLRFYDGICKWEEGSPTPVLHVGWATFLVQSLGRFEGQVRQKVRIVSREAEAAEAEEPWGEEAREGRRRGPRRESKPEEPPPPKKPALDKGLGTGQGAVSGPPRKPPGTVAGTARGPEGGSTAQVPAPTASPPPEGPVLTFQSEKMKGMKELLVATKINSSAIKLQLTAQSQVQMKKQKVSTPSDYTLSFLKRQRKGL
p53 reactivation – restores transcriptional activity of mutant p53; 0.063% of 320,000 active; H1299 p53-A138V BP100-luciferase reporter, luminescence, 24 h; Potency, µM (doses to about 92.2 µM), inactives show at the top dose activity change, positive = activation, hits mostly activators; note: potency is the fitted concentration of half-maximal effect; % of control where 0% means no effect; nearly all actives have a fitted effect of over 45% in size
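p53-null H1299 cells stably carrying temperature-sensitive p53-A138V and a BP100-luciferase reporter were pinned with compounds (4-point, 1:5 series) and held 24 hrs at 37 deg C. Luminescence was read 10 min after detection reagent.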
ELG1 genotoxic – induces genotoxicity in HEK293T cells with luciferase-tagged ELG1. Potency, µM (highest dose often 46 µM), for the others: at the top dose activity change, positive = activation, most hits filed as activators. HEK293T ELG1-luciferase reporter, luminescence, 16 h. 1.3% of 330,000 active; note: potency is the fitted concentration of half-maximal effect; % of control where 0% means no effect; nearly all actives have a fitted effect of over 60% in size
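HEK293T cells expressing luciferase-tagged ELG1 were treated with compound or DMSO for 16 hr at 37°C. Luciferase activity was then read after 30 min with ONE-Glo at room temperature; rising signal flags genetic stress.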
RORg inh – blocks mouse ROR gamma transcriptional activity; P51450; Drosophila S2 Gal4-RORgamma UAS-luciferase reporter, 20 h; Potency, µM (titrated, usually from 53.6 µM), without a hit: at the top dose activity change, negative = inhibition, usual class: inhibitors; 5.4% of 310,000 active; AID 2551; note: potency is the fitted concentration of half-maximal effect; % is set by controls: 0 for no effect and ±100 for the full control effect; nearly all actives have a fitted effect of over 60% in size
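Stable Schneider cell line, Gal4 DNA-binding domain fused to ROR gamma, UAS-luciferase. Cmpd 1 hr RT → CuSO4 700 uM final → 20 hr RT → luciferase reagent 10 min → luminescence.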
* = called active by the depositor; ? = inconclusive; nt = not tested or not shown; [ ] = another dose, or the depositor's remark. Unless noted, calls come from the whole dose curve; as a rule, active = well fitted curve in the direction sought with a large enough effect; inconclusive = small, poorly fitted or top-dose-only effect, or another doubt; inactive = no such curve, though single readings can be large; an effect the other way counts as inactive or inconclusive. These rows are one share of the data, so the mix of outcomes need not match the whole.

SMILES	Rab9 promoter act	NPC1 prom act	PKM2 act	BRCA1 expr up	VP16 counter	FLuc modulator	Giardia killer	Menin MLL FP TR	p53 reactivation	ELG1 genotoxic	RORg inh
Cc1cc(=O)[nH]c(N2CCN(Cc3ccccc3)CC2)n1	-5.1%	-0.3%	-3.1%	1.2%	3.6%	0.8%	-1.1	3.1%	11.4%	-1.1%	10.6%
CCC(OC(=O)CC1Sc2ccccc2NC1=O)C(=O)NCC1CCCO1 (centres undefined)	-1.8%	3.2%	-4.7%	-23.5%	-1.1%	-7.0%	-4.2	4.3%	6.8%	1.7%	-4.4%
CCOC(=O)C1=C(CSc2nc(C)ccc2C#N)OC(N)=C(C#N)C1c1cccc(OC)c1OC (centres undefined)	-1.2%	3.6%	18.3%	0.6%	?	-3.3%	0.0	3.1%	26.1%	5.3%	20µM*
Cc1nc2ccccc2n1CC(=O)OCC(=O)NCCc1ccccc1	2.8%	-1.0%	-5.1%	-11.4%	-4.1%	6.7%	-7.6	-1.8%	-0.2%	1.0%	-11.6%
Cc1ccc(S(=O)(=O)Nc2cc(C(F)(F)F)ccc2N2CCOCC2)cc1C	-3.3%	-2.6%	11.1%	-53.9%	3.4%	0.6%	-13.9	7.8%	5.2%	-4.1%	25.9%
CN(C)c1ncnc(N(C)C)c1[N+](=O)[O-]	-4.5%	-3.4%	2.4%	-0.5%	1.0%	-1.6%	1.7	nt	1.4%	2.6%	0.3%
COc1ccc(C2=NN3C(C2)c2ccccc2OC3c2cccs2)cc1 (centres undefined)	22.5%	15.1%	1.2%	10µM*	?	?	-23.1	?	13.9%	?	?
COc1ccc(-c2ccc(CCC(=O)O)n2NC(=O)c2ccc(C(C)(C)C)cc2)cc1	-14.1%	-0.9%	?	-10.1%	-10.4%	-2.5%	-13.3	?	-3.3%	0.9%	-23.2%
C#CCOCCOCCOCCNc1nc(N2CCN(C(=O)[C@H]([C@@H](C)CC)n3cc([C@@H](N)CC(C)C)nn3)CC2)nc(N2CCN(C(=O)[C@H](Cc3cc4ccccc4[nH]3)n3cc([C@@H](N)CC(C)C)nn3)CC2)n1	-0.9%	-2.7%	0.8%	nt	19.6%	-0.4%	nt	nt	-1.3%	3.0%	?
S=C(c1ccc(N2CCOCC2)cc1)N1CCCCC1	15.5%	14.3%	-5.0%	34.8%	10.9%	-14.7%	15.6	11.6%	24.6%	2.9%	-16.1%
CCCC1CCC(C(=O)Nn2c(C)nc3ccccc3c2=O)CC1 (centres undefined)	1.8%	0.3%	-16.2%	-28.6%	-10.5%	-0.3%	8.0	5.9%	-9.2%	-1.1%	20.2%
COC(=O)Cc1csc(Nc2ccc(Cl)cc2)n1	21.6%	11.7%	13.9%	32.1%	?	?	4.2	6.2%	?	9.3%	30.8%
Cc1ccc(C2=NN(CCC(=O)NCc3ccc4c(c3)OCO4)C(=O)CC2)cc1	-3.0%	-6.1%	5.1%	32.4%	-4.1%	1.6%	-29.7	2.6%	-6.8%	-0.8%	4.1%
CCOC(=O)Cn1c(-c2cccnc2)nc(-c2ccccc2)c1-c1ccccc1	-2.1%	0.3%	nt	-11.6%	-1.0%	-1.8%	-13.4	?	-5.6%	-9.8%	10.7%
CCc1cccc(OCC(O)Cn2c(N3CCCCC3)nc3c2c(=O)[nH]c(=O)n3C)c1 (centres undefined)	0.1%	4.3%	0.0%	-31.3%	-3.0%	0.1%	-23.6	?	-23.0%	-12.5%	?
COC(=O)c1ccc(C)c(NC(=O)CSc2sc3c(O)cc(=O)[nH]c3c2C#N)c1	-3.7%	-2.2%	6.8%	-9.3%	0.4%	2.6%	-11.9	?	0.1%	0.4%	0.0%
COc1ccc2oc(=O)c(C(=O)NCCc3ccc(OC)c(OC)c3)cc2c1	0.4%	0.9%	1.4%	-27.7%	-4.0%	0.8%	14.2	-11.5%	nt	-4.9%	-11.5%
O=c1c(Cc2ccc(Cl)cc2)c(O)ccn1Cc1cccs1	0.0%	-3.4%	8.4%	0.0%	3.3%	-9.1%	-9.1	19.8%	-1.3%	-1.9%	7.1%
Cc1nn(-c2ccccc2)c(C)c1/C=N/NC(=O)c1cc(C(C)(C)C)[nH]n1	-2.7%	-1.0%	4.6%	-9.8%	-2.0%	?	0.9	-21.0%	-6.0%	-0.7%	?
O=C(CN1CCN(S(=O)(=O)c2ccc3ccccc3c2)CC1)NC(=O)NC1CCCCC1	0.1%	-3.2%	13.8%	-57.9%	12.2%	8.8%	-6.9	1.2%	2.6%	-13.5%	29.1%
Cc1ccc(-n2ncc3c(=O)[nH]c(SCC(=O)N4CCCC4)nc32)cc1C	1.8%	-1.4%	-11.3%	3.5%	?	1.5%	-12.4	9.3%	-2.8%	0.5%	-1.8%
COc1ccccc1N1CCN(C(=O)c2ccc3[nH]c4c(c3c2)CC(C)CC4)CC1 (centres undefined)	1.3%	-2.9%	6.3%	-81.5%	-3.2%	19µM*	-3.4	?	-1.5%	-8.4%	?
CN1CCN(c2ccc(C(=O)c3cn(-c4ccc(F)c(Cl)c4)nn3)cc2)CC1	-1.6%	10.0%	15.9%	42.5%	-12.5%	-0.3%	-19.9	4.8%	0.6%	12.3%	5.1%
O=C(NCC1CCCO1)c1cc2ccccc2o1 (centres undefined)	?	23.2%	-5.6%	?	12.4%	?	9.1	nt	?	?	-6.4%
CC1CCCN(S(=O)(=O)c2ccc3c(c2)n(C)c(=O)c(=O)n3C)C1 (centres undefined)	-3.0%	-4.1%	-6.1%	-1.5%	-1.6%	-1.8%	-21.6	nt	-0.3%	3.0%	2.8%
COc1cccc(-c2cc(C(=O)O)[nH]n2)c1	-6.8%	-2.3%	-2.0%	13.6%	0.3%	-19.1%	0.1	1.4%	7.2%	0.8%	-10.5%
CC(C)(C)OC(=O)N1CCC[C@H]1C(=O)N/N=C/c1ccc2nccnc2c1	7.2%	0.9%	-0.6%	-1.3%	2.1%	-0.5%	-5.3	nt	-3.8%	-4.0%	-0.2%
COc1ccc(NS(=O)(=O)c2ccc(C)c(C(=O)NCC(c3cccs3)N3CCOCC3)c2)cc1 (centres undefined)	0.7%	0.7%	nt	2.6%	nt	1.6%	-0.4	nt	-5.5%	1.8%	nt
CCOC(=O)C1=C(C)c2ccccc2OC1C(=O)OCC (centres undefined)	nt	nt	nt	9.3%	0.0%	nt	3.8	-5.6%[94.6 µM]	7.1%	-0.1%	9.6%
COc1cccc(CC(=O)Nc2nc(-c3cc(OC)ccc3OC)cs2)c1	23.2%	-6.3%	-0.3%	-16.5%	2.8%	-23.9%	6.5	1.8%	0.5%	-4.5%	1.5%
Cc1cccc(Nc2nc(-c3ccc(O)cc3O)cs2)n1	3.98µM*	3.16µM*	-2.2%[11.5 µM]	?	?	13.5µM*	-7.8	?	-24.4%	?	3.98µM*
CN1CCN(C(=O)C2CCCN(S(=O)(=O)c3ccc(F)cc3)C2)CC1 (centres undefined)	-2.6%	-4.8%	nt	1.2%	-10.5%	-0.6%	29.1	nt	-0.3%	-2.5%	-17.5%
CCCCCCCCNc1nc(Cl)nc(NCc2ccco2)n1	-5.9%	0.9%	-0.8%	-18.8%	?	5.2%	9.3	3.0%	-5.9%	1.3%	3.9%
Cc1nn(Cc2ccccc2Cl)c(C)c1N	4.8%	-1.7%	4.7%	-4.2%	-3.4%	5.0%	-2.2	?	0.5%	-0.2%	-17.5%
O=C(Nc1ccc(S(=O)(=O)N2CCOCC2)cc1)C1CC1	0.4%	-3.6%	-11.0%	-13.1%	6.7%	0.1%	-9.8	4.1%	0.1%	-0.3%	-16.3%
O=C(CSc1cccc2cccnc12)N/N=C/c1ccncc1	6.5%	-2.7%	-0.3%	-16.0%	-6.8%	-1.7%	3.7	-1.9%	1.5%	8.3%	?
COc1ccc(CN2CC(=O)N(c3cc(Cl)ccc3OC)C2=S)cc1OC	1.6%	-3.5%	nt	-34.2%	2.3%	-22.3%	17.0	46.9%[activator]	-3.2%	-5.7%	23.8%
O=C(NCc1ccccc1)c1ccc(NS(=O)(=O)c2cccs2)cc1	-3.1%	0.6%	nt	8.2%	nt	-1.0%	13.1	nt	4.8%	0.6%	nt
O=C1CN(C(=O)COC(=O)c2cccc(Br)c2)c2ccccc2N1	-4.2%	2.1%	nt	-1.3%	nt	1.3%	-17.6	nt	2.4%	-2.4%	nt
